Compound activity from PubChem BioAssay.
MC4R antag cAMP: antagonists of human melanocortin 4 receptor (MC4R). AID 540295. P32245. MC4R-expressing cells, MTII-stimulated cAMP, LANCE TR-FRET. hit rate 0.48% among 360,000. inhibition, % at 6.5 µM;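 active means inhibition above its plate's cutoff, the mean of tested wells on that plate plus 3 SD, cut at about 29% in these data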;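 further: 0% = Melanotan II alone and 100% = Melanotan II plus saturating MCL0020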
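System – human MC4R-expressing U2OS cells · Also added – Melanotan II · Dosing – one concentration, 6.5 µM nominal · Timing – 30-min compound, 1-h challenge, 1-h detection, room temperature · Measured by – Eu-cAMP/anti-cAMP TR-FRET, emission 671 nm · Replicates – singlicate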
HTR2A ag: activates the mouse 5-HT2A serotonin receptor. CHO-K1 mHTR2A beta-arrestin complementation, luminescence; percent of 30 µM serotonin response. P35363. activation, % at 7.6 µM. hit rate 0.66% among 360,000;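 active means activation above a run cutoff, the mean activation of all tested compounds plus 3 SD, cut at about 14% in these data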;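 further: 0% = plate median of compound wells and 100% = 30 µM serotonin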
Target sequence (P35363 whole entry, looked up): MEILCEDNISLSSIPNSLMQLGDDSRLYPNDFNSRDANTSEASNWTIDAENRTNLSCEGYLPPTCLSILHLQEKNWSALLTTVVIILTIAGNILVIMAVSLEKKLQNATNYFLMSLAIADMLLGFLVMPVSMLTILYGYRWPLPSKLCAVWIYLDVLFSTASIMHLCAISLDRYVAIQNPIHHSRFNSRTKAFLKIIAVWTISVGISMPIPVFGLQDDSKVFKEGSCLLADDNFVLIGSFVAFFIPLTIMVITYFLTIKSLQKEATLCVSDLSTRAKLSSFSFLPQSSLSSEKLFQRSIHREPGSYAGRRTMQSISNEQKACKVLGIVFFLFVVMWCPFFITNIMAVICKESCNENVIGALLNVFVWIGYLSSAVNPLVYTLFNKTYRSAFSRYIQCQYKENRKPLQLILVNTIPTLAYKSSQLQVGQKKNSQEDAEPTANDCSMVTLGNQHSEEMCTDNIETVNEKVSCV
ABCB6 inh 2: human ABCB6 transporter inhibition | Q9NP58 | K562-ABCB6 porphyrin accumulation, flow cytometry, 1 h; active compounds read low | AID 602162 | fluorescence ratio to DMSO, % at 10 µM | hit rate 0.19% among 360,000;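 active means fluorescence ratio to DMSO below 75%, the collection mean minus 3 SD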;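 further: signal is porphyrin accumulated inside mitochondria; 100% equals median channel fluorescence of DMSO control wells; lower ratio means ABCB6 inhibition with less porphyrin fluorescence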
TLR9-MyD88 block: blocks human TLR9 binding to MyD88; CHO BLA complementation TLR9-MyD88, CCF4 FRET ratio; inhibition, % at 4.98 µM; hit rate 0.21% among 340,000; AID 504734;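 active means inhibition above the mean over all tested compounds plus 3 SD, cut at about 21% in these data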;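 further: 0% = DMSO only wells and 100% = clavulanate BLA inhibitor control wells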
NOD2 RIPK2 PPI: inhibitors of human NOD2-RIPK2 interaction; O43353; CHO BLA complementation NOD2-RIPK2, CCF4 ratio; inhibition, % at 4.98 µM; hit rate 0.38% among 360,000; AID 624267; in the data active means inhibition above about 21%;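 further: 0% = vehicle only and 100% = reference blocker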
Target sequence (O43353 whole entry, looked up): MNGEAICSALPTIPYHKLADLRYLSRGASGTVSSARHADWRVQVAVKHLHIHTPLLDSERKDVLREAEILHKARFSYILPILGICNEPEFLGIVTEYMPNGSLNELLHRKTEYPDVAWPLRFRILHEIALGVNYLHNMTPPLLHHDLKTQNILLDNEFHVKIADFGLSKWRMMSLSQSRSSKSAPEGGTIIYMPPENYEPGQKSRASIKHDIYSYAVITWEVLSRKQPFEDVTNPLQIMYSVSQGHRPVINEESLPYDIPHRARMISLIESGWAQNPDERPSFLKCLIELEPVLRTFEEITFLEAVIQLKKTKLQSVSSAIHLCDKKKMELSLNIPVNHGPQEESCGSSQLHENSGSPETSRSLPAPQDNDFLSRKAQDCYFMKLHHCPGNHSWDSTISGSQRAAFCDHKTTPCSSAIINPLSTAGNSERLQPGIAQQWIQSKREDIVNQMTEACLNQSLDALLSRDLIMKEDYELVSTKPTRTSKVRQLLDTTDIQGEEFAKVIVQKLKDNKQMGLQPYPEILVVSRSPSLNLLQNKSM
Glyco luc inh: N-linked glycosylation inhibition; AID 588692; D54 ERlucT glycosylation luciferase reporter, 24 h; percent of 100 nM tunicamycin response; hit rate 0.23% among 360,000; reporter increase, % at 12.5 µM;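 active means mean luciferase reporter signal, scaled so untreated is 0 and the glycosylation-blocking control 100, at or above a set limit in every replicate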;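 further: luciferase carries N-glycosylation sites so blocking glycosylation raises the light; 0% = median of neutral control wells and 100% = median of 100 nM tunicamycin wells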
NCOA2 inhibitor: human SRC2 (NCOA2) inhibition; Q15596; HEK293 GAL4-SRC2 luciferase reporter, luminescence; inhibition, % at 9 µM; hit rate 0.17% among 370,000; AID 651957;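 active means inhibition above the mean inhibition of all tested compounds plus 3 SD, set per campaign, cut at about 52% in these data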;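 further: 0% = DMSO treated cells and 100% = cells given Gossypol at 36 µM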
MC4R ag barr: human MC4R agonism via beta-arrestin; U2OS MC4R beta-arrestin complementation, luminescence; percent of melanotan II response, DMSO zero; activation, % at 8.9 µM; hit rate 0.98% among 360,000;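 active means activation above a per-plate cutoff, the mean activation of sample wells on that plate plus 3 SD, cut at about 8% in these data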
Cardio protect: protects H9c2 cardiomyocytes from peroxide injury; H2O2 injury protection, ATPLite, 2 h; protection from H2O2 cell death, % at 20 µM; hit rate 0.63% among 360,000;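 active means compounds giving at least 50% protection of heart cells from peroxide-induced death in the single-dose screen, raw or plate-pattern-corrected value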;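 further: 0% = DMSO wells with peroxide and 100% = DMSO wells without peroxide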
ABHD5 PLIN5 PPI: blocks binding of human ABHD5 to perilipin-5. Split G. princeps luciferase complementation, luminescence, 4 h. inhibition, % at 4 µM. Q00G26+Q8WTS1. hit rate 0.78% among 360,000;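 active means inhibition above the mean inhibition across every tested compound plus 3 SD, cut at about 22% in these data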;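 further: 0% = DMSO only wells and the 100% control is not disclosed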
* marks the source's active call; other numbers are inactive results; x = not tested or not shown.

no.	smiles	MC4R antag cAMP	HTR2A ag	ABCB6 inh 2	TLR9-MyD88 block	NOD2 RIPK2 PPI	Glyco luc inh	NCOA2 inhibitor	MC4R ag barr	Cardio protect	ABHD5 PLIN5 PPI
1	CC1Cc2ccccc2N1C(=O)C1CCCN(S(=O)(=O)c2cccc3cccnc23)C1 (stereo not given)	-4	-6	114	-2	-7	2	14	-0.2	-20	-7
2	CCOC(=O)O[C@]1(C(=O)COC(=O)CC)CC[C@H]2[C@@H]3CCC4=CC(=O)C=C[C@]4(C)[C@H]3[C@@H](O)C[C@@]21C	14	-2	93	-2	6	2	-27	0.4	14	7
3	NC(=O)CC(NC(=O)Cc1cccc2ccccc12)c1ccc(NCCc2ccccc2F)c([N+](=O)[O-])c1 (stereo not given)	18	-4	100	-7	-9	9	-13	0.0	8	3
4	O=S(=O)(/N=C/c1c(O)ccc2ccccc12)c1ccccc1	-3	2	97	4	-3	1	8	-0.4	8	1
5	CN1C(c2ccccc2)=NO[C@]1(C)c1ccccc1	0	-1	94	-7	-5	0	16	-1.5	3	-2
6	Cc1c(C)n(CCC#N)c2ccccc12	-5	-1	94	7	-2	0	-31	-1.1	-2	2
7	COc1ccc(C(=O)Nc2ccc(O)cc2C(=O)O)cc1	0	8	97	6	-8	2	15	-0.9	-8	-1
8	COc1ccc(N2CCN(C(=O)C3CCCN(S(=O)(=O)c4ccc(F)cc4)C3)CC2)cc1 (stereo not given)	8	-5	89	-2	0	-2	27	-2.3	-3	-9
9	Cc1sc2ncnc(SCC(=O)Nc3cccc(S(N)(=O)=O)c3)c2c1C	7	-3	98	-7	-9	-2	2	-0.4	-5	3
10	Cc1ccc(C(=O)NCC(=O)OCC(=O)/C=C2\N(C)c3ccccc3C2(C)C)cc1C	5	-5	354	-1	4	-4	-5	-2.7	-21	-6
11	COc1nc(-c2ccccc2)c2cc(C)ccc2n1	6	-2	100	8	-4	1	-9	-0.9	-6	3
12	CCN(CC)C(=O)C1=C(C)N(Cc2ccc(C(C)(C)C)cc2)C(=O)C(CC(=O)NCc2cccs2)C1 (stereo not given)	7	8	111	10	-4	4	0	0.9	-10	-8
13	Cc1cc(C)c(C)c(S(=O)(=O)N2CCN(C(=O)CNC(=O)c3ccco3)CC2)c1C	3	6	100	-9	2	-4	-13	-1.6	6	16
14	Cc1cc(C(=O)OCC(=O)NCc2ccc3c(c2)OCO3)c2ccccc2n1	7	-5	103	2	4	1	19	-3.6	-3	-2
15	COc1ccc(N2C(=O)CC(SC(C)C)C2=O)cc1 (stereo not given)	-8	3	104	-2	3	3	-22	0.7	6	14
16	COc1cc(CN2CCNC(=O)C2CC(=O)N(C)CCC2CCOCC2)cc(OC)c1 (stereo not given)	6	-1	96	13	9	-2	6	-0.1	-2	5
17	Cc1cc(NCC(c2ccccc2)c2ccccc2)n2ncnc2n1	12	6	95	0	-9	2	-2	-1.6	4	3
18	NC(=S)N=Nc1c(O)n(CCCl)c2ccc(Br)cc12	5	-1	97	-13	-5	11	26	-3.3	15	4
19	Cc1cccc(Nc2ccc(NCc3ccccc3)nn2)c1	-1	-4	89	10	-1	1	-47	1.1	-4	10
20	O=C(NCC1OCCc2ccccc21)c1cc(COc2ccc(F)cc2Cl)on1 (stereo not given)	-1	-2	101	6	-7	-1	-22	15*	-6	-2
21	CC(C)c1cc(C(C)C)c(S(=O)(=O)NNC(=O)c2ccncc2)c(C(C)C)c1	0	-1	100	4	-18	1	-21	-0.8	-2	-1
22	O=C(O)CNCC1COc2ccccc2O1 (stereo not given)	10	-2	103	-1	13	1	-18	-1.5	5	-5
23	CCCCn1cnc2sc3c(c2c1=N)CCCC3	4	3	95	-7	0	-4	-7	1.1	-6	2
24	CNC(=O)Cn1nc(-c2ccc(C)cc2)c2ccccc2c1=O	4	-3	98	7	3	-3	3	-0.9	4	4
25	CCOC(=O)CSc1nc(Cc2ccccc2)nc2ccccc12	0	-1	103	1	2	0	-30	-3.5	-5	-1
26	CCc1n[nH]c2c1C(=O)CC(C)(C)C2	16	-1	97	-6	0	0	-16	2.8	-7	-5
27	O=C1N(c2ccccc2C(F)(F)F)O[C@@]1(c1ccccc1)C1CCCCC1	-6	-4	99	-10	2	0	25	1.4	-3	4
28	COc1cc(-c2cc(NC=O)c3ncc(-c4ccc(C(C)=O)cc4)n3c2)ccc1O	3	3	95	x	0	0	-49	6.7	83*	7
29	O=C(/C=C/c1c(F)cccc1Cl)N1CCc2ccccc2C1	7	-1	97	-7	4	-1	-32	-2.7	-4	3
30	COc1ccc(OCCNC(=O)c2ccccc2Cl)cc1	6	-1	90	-4	-10	1	-15	-1.3	-3	1
31	Cc1cccc(N=C2NC(=O)/C(=C\c3cccs3)S2)c1	9	-10	96	3	2	2	-31	-3.1	-5	0
32	COc1cc2ncnc(NCCc3ccccc3)c2cc1OC	-3	-2	93	-2	-13	1	4	-4.5	-29	0
33	COC(=O)C1=C(O)/C(=C\c2ccc(CNS(=O)(=O)c3ccccc3)o2)N=C1C	7	8	101	-10	-4	1	-2	0.4	0	6
34	Cc1cc(OCC(=O)Nc2ccc(Br)cc2)cc2c1C(=O)CC(C)(C)O2	4	4	95	x	-4	-3	-6	2.8	-12	1
35	Fc1cccc(Cl)c1CSc1nnc(CN2CCOCC2)n1-c1ccccc1	0	1	93	-8	-4	-3	-7	-2.2	3	-4
36	CC(C)Oc1cccc(C(=O)NC(=S)Nc2cccnc2)c1	16	-6	94	-3	-7	0	-7	-1.7	-12	-5
37	CCOc1ccc(/C=N/NC(=O)c2csc(C)c2C)c(OCC)c1	11	-2	94	2	-4	1	-2	-1.3	-5	10
38	COc1ccc(/C=N/Nc2cc(C)nc(-n3nc(C)cc3C)n2)cc1	-5	-11	92	12	5	-9	24	-2.0	36	-7
39	CCOC(=O)c1ccc(NC(=O)Nc2ccon2)cc1	-24	-1	96	11	22*	13	14	-0.8	-15	-3
40	COc1ccc(OC)c(NC(=O)c2ccc(N3C(=O)C4CC=C(C)CC4C3=O)cc2)c1 (stereo not given)	-1	3	103	-1	1	-2	-24	-0.5	1	4
41	CC1CC(C)CN(S(=O)(=O)c2ccc(C(C)(C)C)cc2)C1 (stereo not given)	-2	0	85	-5	-4	-3	-3	1.5	-28	-2
42	Cc1ccc(-n2[nH]c(C)c(CCC#N)c2=O)cc1	-3	1	95	0	-1	2	x	-0.7	16	7
43	COc1ccc(S(=O)(=O)N2CCN(Cc3ccc4c(c3)OCO4)CC2)cc1	-6	-2	97	2	-24	0	14	2.3	1	4
44	NC(=O)C1(N2CCCCC2)CCN(C(=S)NC2CCCC2)CC1	15	4	99	2	3	0	16	-1.3	5	-6
45	Cc1ccccc1NC(=O)c1ccc(NC(=O)C2CC(=O)OC23CCCCC3)cc1 (stereo not given)	0	-3	100	-11	3	-3	11	-0.5	-5	-3
46	O=C(NCCC1=CCCCC1)c1cccc(S(=O)(=O)N2CCCCC2)c1	10	-3	99	-7	-11	-2	3	-4.0	-4	-2
47	O=C(CCCn1ncn2c(cc3occc32)c1=O)NCc1ccccc1F	5	6	103	4	-4	2	-17	-1.0	2	0
48	COc1ccc(C)cc1S(=O)(=O)Nc1ccc(F)cc1	5	-1	98	3	3	0	8	-3.0	-10	-1
49	O=C1CCCc2c1cc(-c1ccccc1)n2-c1ccccc1	6	5	96	-7	1	13	-36	0.3	-9	0
50	CCOC(=O)c1ccc2ncc(-c3ccccc3)nc2c1	0	0	97	-1	-11	-3	-51	2.0	-15	-4
51	Cc1cc2oc(=O)sc2cc1NS(=O)(=O)c1ccccc1	6	-2	89	-3	-8	2	-15	-1.8	-1	39*
52	CC(Nc1cc(C)cc(C)c1)=[N+](C)CCNS(=O)(=O)c1ccc(Cl)cc1	6	-4	96	-3	-6	-2	-10	-1.8	2	-1
53	O=C(NCCCn1ccnc1)c1ccc(COc2ccccc2)o1	14	10	98	0	2	0	-15	-1.2	-2	-10
54	CN(c1ccccc1)S(=O)(=O)c1cccc(NC(=O)C2CC(=O)N(Cc3ccccc3)C2)c1 (stereo not given)	13	1	98	-1	2	-3	4	-2.1	3	-3
55	CCOC(=O)c1ccc(NC(=O)c2ccc(NC(=O)c3ccccc3)cc2)cc1	11	0	103	10	-1	-1	-16	-0.9	-6	-3
56	CCC(C)NCC(=O)Nc1ccc(S(N)(=O)=O)cc1 (stereo not given)	15	3	100	x	-7	2	8	-2.1	0	-3
57	CCOC(=O)N1CCN(Cc2nc(C3CC3)no2)CC1	7	6	104	-3	2	3	-15	-3.5	3	0
58	COc1ccc(OC)c(/C=N/Nc2cc(C)nc(N3CCOCC3)n2)c1	3	0	90	x	2	6	1	0.9	12	12
59	CC1CCCC(C)N1C(=O)c1ccccc1Nc1ccc(SC(F)F)cc1 (stereo not given)	10	-3	94	-2	2	-6	4	-0.5	-2	3
60	N#Cc1ccccc1COc1ccc(/C=C/C(=O)O)cc1	9	2	104	16	-13	-6	69*	-1.7	-4	1

The list goes on.
no.	smiles	MC4R antag cAMP	HTR2A ag	ABCB6 inh 2	TLR9-MyD88 block	NOD2 RIPK2 PPI	Glyco luc inh	NCOA2 inhibitor	MC4R ag barr	Cardio protect	ABHD5 PLIN5 PPI
61	Cc1[nH][nH]c(=O)c1C(c1cc([N+](=O)[O-])ccc1O)c1c(C)[nH][nH]c1=O	-1	-3	101	-9	6	-1	20	-2.6	3	-5
62	CC1(c2ccccc2)CC(C)(C)N(C(=O)c2cc([N+](=O)[O-])cc([N+](=O)[O-])c2)c2ccccc21 (stereo not given)	15	1	97	-1	-17	-10	-6	-1.4	-5	-9
63	CC(C)(C)C(=O)/C=C(\N)c1ccncc1	12	5	90	-1	4	0	1	-2.2	7	7
64	COc1ccc(OCCOC(=O)c2cccc(-n3cnnn3)c2)cc1	4	1	104	9	-8	0	-10	-2.7	-2	2
65	CC1(C)O[C@@H]2[C@H](O1)[C@@H](COS(=O)(=O)O)O[C@H]2n1cnc2c(=O)[nH]cnc21	4	-8	98	-9	-2	2	-4	-0.7	-3	6
66	O=C(COc1ccccc1)Nc1cc2c3c(c1)CC(=O)N3CCC2	6	-4	102	-8	-4	0	-35	-3.5	8	7
67	Cc1ccc(-c2nc(-c3ccncc3)no2)c(C)c1	3	-1	101	2	1	-5	-73	0.2	-15	2
68	Cc1cccc(C)c1N1CCN(c2cc(Cl)nc(N)n2)CC1	15	1	94	-3	-2	0	-20	5.8	4	1
69	O=C(CCN1C(=O)/C(=C/c2ccccc2)SC1=S)Nc1ccccn1	2	-7	105	-3	-5	-3	-15	0.5	-7	-5
70	CC1CC(C)CN(S(=O)(=O)c2ccc(C(=O)N3CCCC3)cc2)C1 (stereo not given)	-5	3	101	-12	-13	1	-19	0.8	2	-6
71	O=C(CSc1nnc(-c2ccco2)o1)c1ccc(O)cc1O	-4	12	99	-6	-4	-1	-1	3.7	4	6

An excerpt; rates above refer to the full screens.
